# Bioassay records (PubChem)
# NR2F2 inh – inhibitors of human COUP-TFII (NR2F2) | P24468 | HEK293T NGFI-A luciferase reporter, luminescence | inhibition, % at 8.6 µM | hit rate 0.7% among 370,000 | AID 686940;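 active means inhibition above a per-plate cutoff, mean inhibition of test wells between control levels plus 3 SD, cut at about 38% in these data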;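 further: cells cotransfected with COUP-TFII expression vector driving the NGFI-A reporter; 0% = median of COUP-TF2 test wells and 100% = reporter-only cells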
# LMP1 NFkB inh – reduces LMP1-driven NF-kappaB luciferase signal; LMP1-induced NF-kappaB luciferase reporter cells, luminescence; inhibition, % at 12.5 µM; hit rate 0.69% among 350,000; in the data active means inhibition above about 41%;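 further: 0% = neutral control wells and 100% = reference inhibitor control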
# MC4R barr agon – human MC4R agonism via beta-arrestin; P32245; U2OS MC4R beta-arrestin complementation, luminescence; percent of melanotan II response, DMSO zero; activation, % at 8.9 µM; hit rate 0.98% among 360,000;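 active means activation above a per-plate cutoff, the mean activation of sample wells on that plate plus 3 SD, cut at about 8% in these data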
# Target sequence (P32245 whole entry, looked up): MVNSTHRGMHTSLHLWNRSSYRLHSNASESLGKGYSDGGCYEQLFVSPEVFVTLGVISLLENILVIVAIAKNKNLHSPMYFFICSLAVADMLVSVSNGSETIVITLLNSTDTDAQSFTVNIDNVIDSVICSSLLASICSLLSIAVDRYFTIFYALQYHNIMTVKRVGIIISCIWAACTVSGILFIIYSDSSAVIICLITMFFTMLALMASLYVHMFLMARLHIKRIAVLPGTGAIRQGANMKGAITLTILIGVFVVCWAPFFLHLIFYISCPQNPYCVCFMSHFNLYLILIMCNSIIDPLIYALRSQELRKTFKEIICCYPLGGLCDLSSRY
# NCOA2 inhibitor – human SRC2 (NCOA2) inhibition; Q15596; HEK293 GAL4-SRC2 luciferase reporter, luminescence; inhibition, % at 9 µM; hit rate 0.17% among 370,000; AID 651957;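 active means inhibition above the mean inhibition of all tested compounds plus 3 SD, set per campaign, cut at about 52% in these data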;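 further: 0% = DMSO treated cells and 100% = cells given Gossypol at 36 µM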
# NR5A2 inv ag – NR5A2 inverse agonism in reporter assay. HEK293T StAR-luciferase reporter, LRH-1 transfected, 24 h. inhibition, % at 3.6 µM. hit rate 0.13% among 360,000. AID 602396;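 active means inhibition above the mean inhibition of all tested compounds plus 3 SD, cut at about 73% in these data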;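 further: 0% = DMSO wells and 100% = reporter-only cells lacking LRH-1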
# Target sequence (O00482 whole entry, looked up): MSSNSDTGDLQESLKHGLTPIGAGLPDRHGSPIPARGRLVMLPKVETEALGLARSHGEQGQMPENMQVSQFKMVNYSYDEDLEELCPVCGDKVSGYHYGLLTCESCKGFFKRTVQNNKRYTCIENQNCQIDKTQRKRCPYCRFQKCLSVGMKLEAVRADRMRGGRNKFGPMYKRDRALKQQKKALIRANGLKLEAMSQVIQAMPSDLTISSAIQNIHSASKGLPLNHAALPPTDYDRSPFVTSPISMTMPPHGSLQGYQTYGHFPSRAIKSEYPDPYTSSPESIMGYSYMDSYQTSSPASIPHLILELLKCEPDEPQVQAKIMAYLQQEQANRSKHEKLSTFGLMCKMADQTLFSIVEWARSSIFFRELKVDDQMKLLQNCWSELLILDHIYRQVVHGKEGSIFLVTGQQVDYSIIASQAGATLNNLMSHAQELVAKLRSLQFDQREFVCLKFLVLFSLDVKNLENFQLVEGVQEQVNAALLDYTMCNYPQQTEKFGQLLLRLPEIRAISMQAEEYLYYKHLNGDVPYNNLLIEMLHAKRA
# MC4R antag cAMP – antagonists of human melanocortin 4 receptor (MC4R); P32245; MC4R-expressing cells, MTII-stimulated cAMP, LANCE TR-FRET; inhibition, % at 6.5 µM; hit rate 0.48% among 360,000; AID 540295;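 active means inhibition above its plate's cutoff, the mean of tested wells on that plate plus 3 SD, cut at about 29% in these data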;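 further: 0% = Melanotan II alone and 100% = Melanotan II plus saturating MCL0020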
#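 Assay system: U2OS cells stably expressing human melanocortin 4 receptor (MC4R) / Dosing: 6.5 µM / Timing: compound 30 min, challenge 1 h, detection 1 h / Measured by: Eu-cAMP/anti-cAMP TR-FRET, emission 671 nm / Replicates: singlicate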
# ABHD5 PLIN5 PPI – inhibitors of human ABHD5-perilipin-5 interaction; Q00G26+Q8WTS1; Split G. princeps luciferase complementation, luminescence, 4 h; inhibition, % at 4 µM; hit rate 0.78% among 360,000; AID 602281;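 active means inhibition above the mean inhibition across every tested compound plus 3 SD, cut at about 22% in these data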;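 further: 0% = DMSO only wells and the 100% control is not disclosed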
# SRC1 inh – inhibitors of human steroid receptor coactivator 1 (SRC1) | AID 588354 | HEK293 GAL4-SRC1 luciferase reporter, luminescence | inhibition, % at 3.6 µM | hit rate 0.12% among 360,000;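 active means inhibition above the campaign mean plus 3 SD, with each screening campaign given its own cutoff, cut at about 60% in these data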;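 further: 0% = DMSO treated cells and 100% = gossypol at 36 µM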
# NOD2-RIPK2 inh – blocks binding of human NOD2 to RIPK2 | O43353 | CHO BLA complementation NOD2-RIPK2, CCF4 ratio | inhibition, % at 4.98 µM | hit rate 0.38% among 360,000; in the data active means inhibition above about 21%;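 further: 0% = vehicle only and 100% = reference blocker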
# NCOA3 inh – human NCOA3 inhibition | Q9Y6Q9 | HEK293 GAL4-SRC3 luciferase reporter, luminescence | inhibition, % at 3.6 µM | hit rate 0.17% among 360,000;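 active means inhibition above a per-campaign cutoff, the mean of all compounds plus 3 SD, cut at about 60% in these data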;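 further: 0% = DMSO-treated cells and 100% = gossypol-treated cells at 36 µM; higher means less SRC3-driven luciferase light from the GAL4 reporter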
# TLR9-MyD88 inh – blocks human TLR9 binding to MyD88 | Q9NR96+Q99836 | CHO BLA complementation TLR9-MyD88, CCF4 FRET ratio | inhibition, % at 4.98 µM | hit rate 0.21% among 340,000;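 active means inhibition above the mean over all tested compounds plus 3 SD, cut at about 21% in these data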;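 further: 0% = DMSO only wells and 100% = clavulanate BLA inhibitor control wells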
# * = called active by the depositor; x = not tested or not shown. A portion of the library (hit frequency here may not be typical).
SMILES,NR2F2 inh,LMP1 NFkB inh,MC4R barr agon,NCOA2 inhibitor,NR5A2 inv ag,MC4R antag cAMP,ABHD5 PLIN5 PPI,SRC1 inh,NOD2-RIPK2 inh,NCOA3 inh,TLR9-MyD88 inh
CCCC(=O)c1ccc(-c2ccccc2)cc1,-27,-5,-0.6,-18,-13,-1,2,-12,-3,-19,18
COc1ccc(C(=O)NCCOC(C)C)cc1OC1CCN(C(C)=O)CC1,21,1,-0.5,18,4,12,-9,6,-1,0,2
CC(=O)c1ccccc1NC(=O)CSc1nnc(Cc2csc(C)n2)o1,17,2,0.6,0,3,7,8,-2,0,10,5
O=C(NCc1ccco1)/C(=C\c1cccs1)NC(=O)c1ccsc1,-4,1,3.7,-3,-4,-3,16,18,10,13,-3
COc1ccc(CCNC(=O)C(Sc2ccccn2)c2ccccc2)cc1OC (stereo unspecified),7,8,-0.8,-31,11,5,-3,10,-1,22,8
CCOc1ccc(C(=O)c2cc([N+](=O)[O-])ccc2N2CCOCC2)cc1,-65,-19,-1.8,25,37,-21,-1,14,17,11,4
CCOc1ccc(OCC(=O)NCCc2nc3ccccc3[nH]2)cc1,0,-16,-2.5,-17,5,-5,2,0,-10,-21,-1
COc1ccccc1Nc1nc(N)nc(CN2CCCCCC2)n1,13,0,-1.6,-16,8,2,7,-2,7,-14,0
CC1CN(C(=O)C2(C)CC2(Br)Br)CC(C)O1 (stereo unspecified),10,6,-2.3,-29,-5,8,3,5,3,27,3
CC(=O)Nc1ccc(/C=N/N2C(C)CCCC2C)cc1 (stereo unspecified),8,-5,-2.0,-27,-10,17,-4,-49,-18,11,3
O=C(/C=C/NNC(=O)c1ccccc1)c1ccc(Br)cc1,-25,-5,-1.2,-22,-68,11,-5,-51,4,-62,9
CCCCCC(=O)N1C[C@H](n2cc(C3CC3)nn2)[C@@H](O)C[C@@H]1c1ccc(C)cc1,2,0,0.1,-8,7,6,-5,-2,-4,17,3
O=C(O)C1CC=CCC1C(=O)Nc1ccc2c(c1)OCCO2 (stereo unspecified),25,3,-1.8,56*,55,-5,-7,40,2,55,4
NS(=O)(=O)c1ccc(CCNC(=O)c2ccc(Cl)c(S(=O)(=O)N3CCCCC3)c2)cc1,28,5,-2.0,7,12,5,-1,11,-1,0,-16
CCOC(=O)/C=C/c1cccc(OC)c1O,-49,x,x,-57,-105,x,-7,x,-6,x,x
Cc1ccc(C(=O)OCC(=O)N(CC(C)C)c2c(N)n(Cc3ccccc3)c(=O)[nH]c2=O)s1,-4,0,-3.6,1,-20,7,-1,-31,1,-1,-4
Cc1cc(NS(=O)(=O)c2ccc(NC(=S)NC(=O)c3ccc(F)cc3)cc2)no1,-2,0,-3.2,-2,-13,4,2,-10,-4,2,-3
COC(C(=O)Nc1ccnn1C1CCN(Cc2ccc(C)s2)CC1)c1ccccc1 (stereo unspecified),-9,-5,-2.6,20,3,3,-4,-7,-10,-2,-7
COc1ccc2c(c1)c(CC(=O)NCc1cc([N+](=O)[O-])ccc1O)c(C)n2C(=O)c1ccc(Cl)cc1,-3,-1,-1.9,-21,17,11,-1,-19,-3,-2,-14
O=C(CSc1nc2ccccc2c(=O)n1CCCO)NCc1ccccc1,-16,3,1.6,3,-20,-2,6,-4,2,28,3

# The closing three compounds of the part before are carried over, then new ones follow:
SMILES,NR2F2 inh,LMP1 NFkB inh,MC4R barr agon,NCOA2 inhibitor,NR5A2 inv ag,MC4R antag cAMP,ABHD5 PLIN5 PPI,SRC1 inh,NOD2-RIPK2 inh,NCOA3 inh,TLR9-MyD88 inh
COC(C(=O)Nc1ccnn1C1CCN(Cc2ccc(C)s2)CC1)c1ccccc1 (stereo unspecified),-9,-5,-2.6,20,3,3,-4,-7,-10,-2,-7
COc1ccc2c(c1)c(CC(=O)NCc1cc([N+](=O)[O-])ccc1O)c(C)n2C(=O)c1ccc(Cl)cc1,-3,-1,-1.9,-21,17,11,-1,-19,-3,-2,-14
O=C(CSc1nc2ccccc2c(=O)n1CCCO)NCc1ccccc1,-16,3,1.6,3,-20,-2,6,-4,2,28,3
Cc1nnc(NC(=O)c2cc(-c3ccco3)nc3ccccc23)s1,4,-2,-2.8,4,6,10,4,2,5,2,5
Cc1ccc(CN2[C@@H](CC3CCCCC3)COCCS2(=O)=O)cc1,19,-8,0.4,-26,-9,4,1,9,-6,9,3
Cc1ccc(S(=O)(=O)N(CCC(=O)NCC(c2ccccc2)N(C)C)c2ccccc2)cc1 (stereo unspecified),-10,-7,0.3,1,-19,7,4,0,6,-6,-8
COc1ccc(NC(=O)N(C)C[C@H]2Oc3c(NC(=O)NC4CCCCC4)cccc3C(=O)N([C@H](C)CO)C[C@@H]2C)cc1,-1,6,-0.2,-14,-2,9,4,-6,-3,-3,4
O=C(COC(=O)c1ccc(S(=O)(=O)N2CCOCC2)cc1)Nc1nc(-c2ccccc2)cs1,4,5,-1.5,7,2,4,-3,0,8,-12,-7
COc1ccc(C(=O)NNC2=NCCCCC2)cc1,-20,-1,-2.4,-14,-25,-3,0,0,7,-5,9
CCC1(C)Cc2ccccc2-c2nc(SCC(N)=O)[nH]c(=O)c21 (stereo unspecified),6,-9,0.9,-30,3,15,-10,11,5,10,-3
O=C(NCc1ccccn1)Nc1ccc(F)c(Cl)c1,-17,-3,-2.0,-42,-11,-5,-3,-10,-1,6,1
NC(=O)C1(N2CCCCC2)CCN(CC(=O)Nc2ccccc2Sc2ccccc2)CC1,20,-3,6.5,0,-10,9,5,17,2,19,-1
CC(=O)OCCn1c(C)[n+](CCOC(C)=O)c2cc(Cl)c(Cl)cc21,16,5,-1.2,12,-8,14,-2,5,-8,-12,3
COC(=O)c1c(NC(=O)CS(=O)(=O)c2ccccc2)sc(C)c1C,6,-3,0.2,-8,-2,16,-1,-16,0,-6,-1
CC(C)c1ccc(-c2nc3c([nH]2)c(=O)n(C)c(=O)n3C)cc1,3,-17,-2.5,1,3,2,0,-15,-3,7,-7
CCNC(=O)C(=O)NCC(c1ccc2c(c1)OCO2)N1CCOCC1 (stereo unspecified),2,x,-0.6,12,-1,-7,4,-8,7,11,6
CCOC(=O)c1c(C)[nH]c(C(=O)COC(=O)/C=C/c2ccc3c(c2)OCO3)c1C,18,5,-0.1,15,50,0,0,1,-3,13,-4
Cc1c(NS(=O)(=O)c2cc(C(=O)NCc3cccnc3)cc(Cl)c2Cl)c(=O)n(-c2ccccc2)n1C,-7,1,-1.9,0,11,1,1,-10,2,15,-8
NC(COCc1ccccc1)c1csc(Nc2nccc(C(F)(F)F)n2)n1 (stereo unspecified),3,x,3.7,-14,-12,0,0,-34,-2,-2,x
CCOC(=O)C1C(=O)C(=O)N(C(C)C)C1C(=O)OCC (stereo unspecified),8,2,-0.5,-7,0,12,6,-34,7,-14,-12
O=C(Nc1ccn(Cc2c(F)c(F)cc(F)c2F)n1)c1cccc(Cn2cc([N+](=O)[O-])cn2)c1,-10,-1,-1.9,-4,9,6,4,-2,1,-20,3
O=C(Nc1ccc2c(c1)OCO2)c1ccc(S(=O)(=O)N2CCCC2)cc1,-9,-7,-0.6,-6,0,11,-6,-13,2,6,7
O=C(O)c1cc(-c2ccccc2Cl)n(-c2ccc(F)cc2)n1,-33,-7,2.1,-9,3,9,4,-3,-7,-3,2
COc1cccc(N(CC(=O)Nc2cccc(N(C)S(C)(=O)=O)c2)S(C)(=O)=O)c1,-1,-5,-0.4,-4,3,8,1,10,-7,11,6
COc1ccc(/C=C/C(=O)Nc2nc(C)c(C(=O)N(C)C)s2)cc1OC,-3,10,-1.0,-27,1,9,0,-10,0,16,-1
CCN(CC)C(=O)Cn1cc(SCC(=O)NC)c2ccccc21,-12,0,1.9,-13,-17,5,-2,-14,-1,4,-2
CCCC(=O)Nc1ccc(NC(=O)c2ccco2)c(OC)c1,-20,-22,0.5,-18,-130,9,-1,-63,0,-62,7
O=C(Nc1ccc(F)cc1)C1CCN(C(=O)c2ccc(F)cc2)CC1,-5,3,0.0,7,6,3,3,-15,-9,-5,4
COc1ccc(NC(=O)c2ccncc2)cc1S(=O)(=O)N1CCCCC1,9,8,1.5,-5,-21,13,-1,-6,-3,-20,3
CC1CCN(S(=O)(=O)CCNC(=O)c2ccccc2)CC1,8,-1,-1.4,-3,9,0,2,-10,1,-6,-2
CCOc1ccc(NC(=O)CN(C)C(=O)c2sc3ccccc3c2Cl)cc1OCC,16,-3,-3.4,-12,-11,9,-10,12,-1,8,-4
Cc1ccc(OCC(=O)N2N=C(C(F)(F)F)CC2(O)C(C)(C)C)cc1C (stereo unspecified),1,-31,4.4,-4,34,8,-16,-53,6,-67,9
CC(=O)NS(=O)(=O)c1ccc(NC(=O)CSc2ccc(C)cc2)cc1,-3,4,4.7,11,-1,12,0,-15,-17,-1,-6
Cc1cc(C)c(C)c(S(=O)(=O)NCCN2CCOCC2)c1C,9,0,-1.8,9,2,0,0,3,2,-12,-3
COc1ccccc1CN1C(=O)CN(C2CCCC2)C(=O)C1c1ccc(F)cc1 (stereo unspecified),19,18,1.8,-2,31,-1,5,9,-9,5,2
O=C(Nc1nnc(S(=O)(=O)N2CCN(c3ccc(F)cc3)CC2)s1)c1ccccc1,1,-6,-3.5,-14,-9,6,-4,-18,-3,-28,4
CCN(CCCNC(=O)C1CCN(S(=O)(=O)CC)CC1)c1cccc(C)c1,-27,5,0.5,6,-7,12,3,-19,3,8,-2
CCCC(=O)c1cc(-c2nc3ccccc3n2C)n(C)c1,-11,-5,-2.9,4,7,-4,1,-13,-15,5,-7
Cc1c2cnn(CC(=O)N3CCOCC3)c(=O)c2c(C)n1Cc1ccccc1F,2,-6,-1.3,3,0,2,-4,-2,8,6,1
CCn1nnc(NC(=O)C(C)(c2ccccc2)c2ccccc2)n1,23,10,-0.3,5,-21,-1,-3,7,3,5,-14
COc1cc(OC)cc(C(=O)NC(=S)Nc2nnn(C)n2)c1,-17,4,-3.6,-17,6,6,-6,-15,4,-2,8
O=C(CCCC(=O)OCC(Cl)=C(Cl)Cl)Nc1ccccc1,8,4,-1.2,3,1,15,-2,1,3,8,18
CC(=O)N(CCC(c1ccco1)C(C)C)Cc1ccc(Cl)cc1 (stereo unspecified),5,x,2.8,2,1,19,10,15,-5,0,x
O=C(Nc1ccc2c(c1)CCC2)C1COc2ccccc2O1 (stereo unspecified),-25,-15,-0.8,-38,-100,14,3,-59,8,-67,-15
CCC1=NC(c2ccc(OC)cc2OC)N(O)C1(C)C (stereo unspecified),-2,3,-1.9,-14,-4,7,5,-69,-3,20,-3
